RBX1-CUL1 inh = inhibitors of human ROC1-CUL1 ubiquitin ligase activity | E3 ubiquitin-protein ligase RBX1 (Homo sapiens) + Cullin-1 (Homo sapiens), P62877+Q13616 | in vitro K48 di-Ub FRET, acceptor:donor ratio, 45 min | inhibition, % at 10 µM | 140,000 tested, 0.6% active; in the data active means inhibition above about 25%
Target sequence (P62877 whole entry, looked up): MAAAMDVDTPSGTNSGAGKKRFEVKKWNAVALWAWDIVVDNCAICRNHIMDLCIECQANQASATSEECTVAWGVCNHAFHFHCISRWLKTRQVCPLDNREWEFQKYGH
Target sequence (Q13616 whole entry, looked up): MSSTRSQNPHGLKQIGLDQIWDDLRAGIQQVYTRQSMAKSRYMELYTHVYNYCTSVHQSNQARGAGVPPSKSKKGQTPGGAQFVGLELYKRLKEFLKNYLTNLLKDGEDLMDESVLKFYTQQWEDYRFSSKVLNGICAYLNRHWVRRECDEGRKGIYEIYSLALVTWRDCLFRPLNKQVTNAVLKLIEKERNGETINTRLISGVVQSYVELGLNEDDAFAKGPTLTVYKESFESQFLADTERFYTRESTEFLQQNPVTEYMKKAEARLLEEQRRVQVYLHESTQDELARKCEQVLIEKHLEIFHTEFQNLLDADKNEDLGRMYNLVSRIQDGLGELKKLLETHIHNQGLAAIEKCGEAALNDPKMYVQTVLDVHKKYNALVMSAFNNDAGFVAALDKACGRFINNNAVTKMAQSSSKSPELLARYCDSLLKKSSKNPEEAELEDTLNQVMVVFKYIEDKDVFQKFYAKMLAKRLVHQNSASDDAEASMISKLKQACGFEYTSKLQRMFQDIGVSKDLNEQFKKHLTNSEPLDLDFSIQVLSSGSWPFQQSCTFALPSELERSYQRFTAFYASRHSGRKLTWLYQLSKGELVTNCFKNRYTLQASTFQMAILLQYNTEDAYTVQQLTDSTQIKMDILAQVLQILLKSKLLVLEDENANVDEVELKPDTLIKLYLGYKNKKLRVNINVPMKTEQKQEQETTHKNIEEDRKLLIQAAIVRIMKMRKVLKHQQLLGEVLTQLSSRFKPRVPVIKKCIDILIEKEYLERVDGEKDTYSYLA
* = called active by the depositor. This is a subset; count on the stated rates, not on these rows.

SMILES	RBX1-CUL1 inh
Cc1ccc(-n2ccn(CC(=O)c3ccc(F)cc3)c(=O)c2=O)cc1C	3.4
Cc1ccccc1-n1c(=O)c2ccccc2n2c(=O)[nH]nc12	-8.0
Cc1ccc2c(CNCc3cccs3)c(C(=O)O)n(Cc3ccc(F)cc3)c2c1	0.2
CCCCC(CC)CNC(=O)CCCc1nnc2n(CCC)c(=O)c3sccc3n12 (configuration not stated)	-3.8
Brc1ccc(-c2cn3ccsc3n2)cc1	11.2
Fc1ccccc1-c1n[nH]c2c1CN(Cc1ccccn1)CC2	-8.1
CCC1C(=O)NCCN1Cc1ccc2c(c1)CN(Cc1ccc(C(=O)OC)cc1)CCO2 (configuration not stated)	9.6
COc1cccc(N2CC(NC(=O)C(c3ccccc3)c3ccccc3)CC2=O)c1 (configuration not stated)	-6.8
Cc1cccc(-c2nnn3c2nc(NCc2ccccc2)c2ccccc23)c1	-4.4
COc1ccc(NC(=O)CC2C(=O)N(c3ccc(C)cc3)C(=O)N2Cc2cccnc2)cc1 (configuration not stated)	-0.7
COc1ccc(OC)c(CN2CCN(Cc3ccc(C)o3)C(CCO)C2)c1 (configuration not stated)	14.1
Cc1cc(C)n(Cc2cc(C(=O)NCCc3cscn3)n[nH]2)n1	3.6
CCC(=O)N1CCCc2cc(S(=O)(=O)N3CCC(C(=O)Nc4ccc(C#N)cc4)CC3)ccc21	-13.3
CN(C)c1ccc(CNC(=O)C2CCN(S(=O)(=O)c3cn(C)cn3)CC2)cc1	-13.3
CCc1ccc(NC(=O)Cc2cccs2)cc1	1.0
COc1ccc(Nc2nc(=O)[nH]nc2C)cc1	7.3
COc1ccc(-n2ccn(Cc3ccccc3Cl)c(=O)c2=O)cc1OC	-1.8
Cc1ccc(S(=O)(=O)NCc2ccc(F)cc2)c(C)c1	-0.4
CCCc1ccc(C(=O)N2CCN(c3ccccc3C)CC2)cc1	5.6
CCCCN(CC)C(=O)c1cc2c(=O)n3cccc(C)c3nc2s1	-4.2
COc1ccc2oc(=O)c(C(=O)N3CCN(c4cc(Cl)ccc4Cl)CC3)cc2c1	10.9
C=CCN1CC(C(=O)N2CCc3onc(-c4ccccc4F)c3C2)CC1=O (configuration not stated)	-3.8
C=C(C)Cn1c(SCC(=O)c2ccccc2)nc2sc3c(c2c1=O)CCC3	7.5
CCOC(=O)c1c(NC(=O)COc2ccc(C(C)(C)C)cc2)sc2c1CCCC2	0.6
COCCNC(=O)c1cnc2sc(N3CCCCC3)nn2c1=O	-6.6
C[n+]1cccc2c3cccnc3[nH]c21	4.9
Nc1nonc1-c1nc2ccccc2n1Cc1ccc(Br)cc1	3.2
Cc1ccccc1OCC(=O)N/N=C1\CC(=O)CC(C)(C)C1	-5.1
Cc1ccc(NC(=O)C2CCCCC2)c(O)c1	6.2
CCOC(=O)NC(=O)c1cn(CCNCCO)c(=O)[nH]c1=O	14.4
CC12CC3(C)CC(C)(C1)CC(NC(=O)N1CCN(CCO)CC1)(C2)C3	3.2
CCOc1ccc(OCC)c(NC(=O)c2cc(S(=O)(=O)N3CCCC3)cn2C)c1	-0.6
COc1ccc(NC(=O)c2oc3ccccc3c2NC(=O)c2cc(OC)c(OC)c(OC)c2)cc1	-7.4
Cc1ccc(N2C(=O)C(C(=O)c3ccccc3)=C(c3ccccc3)OC2=C(c2ccccc2)c2ccccc2)cc1	-0.2
C(/C=C/c1ccc2ccccc2c1)=C\c1ccccc1	1.5
COc1ccc(CNCCc2ccncc2)c(OCC(O)CN2CCCC2)c1 (configuration not stated)	10.3
CCN(Cc1nccn1C)C(=O)c1ccc(N2CCCOCC2)nc1	1.7
Cc1[nH]n(-c2ccccc2)c(=O)c1CCc1ccccc1	-3.7
Fc1cccc(C2CC(C34CC5CC(CC(C5)C3)C4)=NC(=S)N2)c1 (configuration not stated)	-0.2
O=C(Cc1coc2ccc3ccccc3c12)Nc1nc2ccccc2s1	-4.0
COc1ccc(-c2ccc3c(N)c(C(=O)Nc4ccc(C(F)(F)F)cc4)sc3n2)cc1OC	1.7
Clc1cccc(CSc2ncn(-c3ccccc3)n2)c1	3.2
O=C(c1cc2ccccn2n1)N1CCC(c2cc(=O)[nH]cn2)CC1	1.9
CCOc1c(Br)cc(C2Oc3nc(SCc4ccccc4Cl)nnc3-c3ccccc3N2C(C)=O)cc1OC (configuration not stated)	2.8
Cc1cc(C)n(-c2nc3ccccc3nc2N2CCN(c3cccc(C)c3C)CC2)n1	-4.7
COc1cc2nc(-c3ccccc3NS(=O)(=O)c3ccc(C)cc3)n(-c3cc(C(C)(C)C)c(O)c(C(C)(C)C)c3)c2cc1OC	10.0
CN(C)C(=O)c1ccc(N2CCC(NCC3(N4CCOCC4)CCCCCC3)CC2)cc1	-2.1
CSc1nc(Oc2cc(C)c(Cl)c(C)c2)cc(-n2[nH]c(=O)c3ccccc3c2=O)n1	-7.7
O=C(O)CC(Cc1ccc(Cl)cc1)C(=O)Nc1ccccc1I (configuration not stated)	6.7
O=C(/C=C/c1ccc2ccccc2n1)c1cc(Br)ccc1O	3.4
Cc1cnc(C(=O)N2CCCC(CCc3c(F)cccc3F)C2)cn1 (configuration not stated)	-5.3
CCC1CCCCN1CCCNC(=O)c1cc2c(Cl)nc3ccccc3c2s1 (configuration not stated)	-2.5
CC(=O)c1cccc(NC2NS(=O)(=O)C3CCCCC23)c1 (configuration not stated)	0.3
Cc1ccc(C)c(NC(=O)CCS(=O)(=O)c2cccc3nsnc23)c1	0.7
CCC(=O)N1CCc2cc(Br)cc(S(=O)(=O)CCC(=O)N3CCN(c4ccc(OC)cc4)CC3)c21	-17.8
Cc1ccsc1C(=O)N(Cc1ccc(OCc2ccc3c(c2)OCO3)cc1)CC1CCCO1 (configuration not stated)	6.1
Cc1ccc(-c2nc3cc(Cl)ccc3o2)cc1NC(=O)c1cc([N+](=O)[O-])ccc1N1CCOCC1	-8.9
O=C(CCC1CCCC1)N1CCN(c2ccccn2)CC1	1.6
CCCCNC(=S)NNC(=O)c1ccco1	8.6
CC1CCc2sc3c(c2C1)C1NCNN1c1n[nH]c(=S)n1-3 (configuration not stated)	13.9

(continued)
SMILES	RBX1-CUL1 inh
CCc1cccc(CC)c1N=C(C)CC(C)=Nc1c(CC)cccc1CC	-6.5
CC(C)(C)C(=O)Nc1sc2c(c1C(=O)Nc1cccc3ccccc13)CCC2	-3.0
Cc1ccccc1C(=O)Oc1ccc2c(=O)c(Oc3ccc4ccccc4c3)c(C(F)(F)F)oc2c1	-6.4
O=C(NNc1nc(-c2ccc(Br)cc2)cs1)c1cccc2ccccc12	1.1
O=C1CC(N2CCCCC2)C(=O)N1c1ccccc1Cl (configuration not stated)	1.0
Cc1ccc(N2NC(=O)/C(=C/c3ccc(-c4ccc(S(=O)(=O)Nc5nccs5)cc4)o3)C2=O)cc1Cl	98.6*
N#Cc1cnc2ncnn2c1-c1ccc(Br)cc1	8.8
CN1CCCC(OC(=O)c2cc3ccccc3o2)C1 (configuration not stated)	4.1
CSc1ccccc1NC(=O)CN(C)S(=O)(=O)c1ccccc1	-9.2
CCOc1ccc2nc(N3CCCC(C(=O)Nc4ccc(OC)cc4)C3)sc2c1 (configuration not stated)	-1.8
CCc1ccc(CNC(=O)Cn2nc(C)c3nn(-c4ccc(Cl)cc4)c(C)c3c2=O)cc1	-1.1
CC(C)CC1c2[nH]c3ccccc3c2CCN1C(=O)CCn1cnnn1 (configuration not stated)	3.2
CC(C)N1C(=O)/C(=C\c2ccncc2)SC1=Nc1ccccc1	-6.5
Clc1ccccc1Cc1noc(CN2CCSCC2)n1	1.7
COCCC(=O)N1CCCC(CCc2ccccc2)C1 (configuration not stated)	-7.7
COc1cccc(CN(C(=O)c2oc3cc(C)ccc3c2C)C2CCS(=O)(=O)C2)c1 (configuration not stated)	-12.6
CCc1ccccc1NC(=O)Cn1c(=O)n(Cc2ccco2)c(=O)c2sc3ccccc3c21	-3.6
CCc1[nH]nc2c1C(c1ccc(F)cc1)C(C#N)C(=N)O2 (configuration not stated)	12.2
Cn1cnc(S(=O)(=O)N2CCC(C(=O)N3CCN(c4cccc(C(F)(F)F)c4)CC3)CC2)c1	-3.0
CC(C)Cc1cc(CN2CC[C@@H](N3CCC(O)CC3)[C@H](O)C2)[nH]n1	1.5
CCOc1ccc(C(=O)Nc2ccc3nc(SCCOc4ccccc4)sc3c2)cc1	-10.0
Cc1c(Cl)cccc1NC(=O)c1ccc(OCC(=O)Nc2ccc(F)cc2)cc1	-4.0
COCCc1ncc(CN2CCOC(Cc3cccc(C(F)(F)F)c3)C2)cn1 (configuration not stated)	-4.4
CCO[C@H]1[C@H](NC(=O)CC)c2ccccc2C12CCN(C(=O)c1ccc3cccc(F)c3n1)CC2	-6.7
O=C(Cn1nnnc1CN1CCCC1)N1CCN(c2ccc(F)cc2)CC1	4.5
COc1cc(S(=O)(=O)NCc2cccs2)c(OC)cc1Cl	9.0
NC(=O)C1(N2CCCCC2)CCN(S(=O)(=O)c2ccc(F)c(Cl)c2)CC1	3.3
CCCCN(C)C(=O)c1cc2c(=O)n3cc(C)ccc3nc2n1C	3.9
COc1cccc(CNC(=O)CSc2ncc3c(n2)-c2cc(Cl)ccc2N(C)S3(=O)=O)c1	-2.5
Cc1ccn2c(C(=O)NNC(=O)Nc3ccc(Cl)cc3)c(C)nc2c1	10.2
CCn1cc(C(=O)OCC(=O)Nc2cc(Cl)ccc2C)c(=O)c2ccc(C)nc21	-7.8
Cc1nc(CCNC(=O)C2CCN(c3ccccc3)C2=O)nc2c1CCCC2 (configuration not stated)	-5.0
CCC(C(=O)Nc1cc(OC)ccc1OC)n1c(=O)c(C(F)(F)F)nc2ccccc21 (configuration not stated)	-2.3
O=C(NCCc1cnccn1)c1ccc2nc(Cc3ccccc3F)oc2c1	1.3
O=C1CCCCN1CC(=O)N1CCCC(CCc2ccc(F)c(F)c2)C1 (configuration not stated)	-10.8
Cc1nc2sccn2c1C(=O)Nc1nc(-c2ccccc2)c(C)s1	-12.1
Cc1ccc(-c2n[nH]c3c2CN(C(=O)Cn2nc(Cl)ccc2=O)CC3)cc1	-0.7
COc1ccc(/C=N/NC(=O)COc2c(Br)cc(C)cc2Br)c(O)c1	-7.4
COC(=O)c1cc(O)c2c(c1)Oc1nc3ccccc3nc1O2	-7.6
O=S(=O)(c1ccccc1)N1CCC2(CC1)COC(N1CCOCC1)C2 (configuration not stated)	4.2
O=C(/C=C/c1ccccc1)Nc1nc(-c2cccs2)ns1	2.2
Cc1cc(-c2ccnc(-n3ncc(C(=O)NC(C)CCCC(C)(C)O)c3C3CC3)n2)c(C)s1 (configuration not stated)	8.6
CC(C)=Cc1coc2ccccc2c1=O	5.3
CC1=Nc2nc(SCc3ccccc3)nn2C(c2ccc(C(C)C)cc2)C1C(N)=O (configuration not stated)	-5.0
Cc1ccc(NC(=O)CSc2nc3ccc(NC(=O)CCc4ccccc4)cc3s2)c(C)c1	-9.5
CCOc1ccc(OCC)c(NC(=O)C2CCN(S(=O)(=O)c3ccc4c(c3)CC(C)N4C(C)=O)CC2)c1 (configuration not stated)	0.8
COc1ccc(CN2CCCN(CC(=O)Nc3cc(C)ccc3C)S2(=O)=O)cc1	2.2
COc1cccc(CNC(=O)C2CCN(S(=O)(=O)c3cn(C)cn3)CC2)c1	-6.6
COc1ccc(-c2cc(-c3ccc(C)cc3)nc3sc(C(=O)Nc4ccc(Oc5ccccc5)cc4)c(N)c23)cc1	-4.5
Cc1ccccc1Cn1c(CN2CCCC(C)C2)nc2c1c(=O)n(C)c(=O)n2C (configuration not stated)	2.5
CCNC(=O)C(C)Oc1cc(C)c(Cl)c(C)c1 (configuration not stated)	-2.8
O=C1C=CC(=O)C(C2=C3C(=O)N(CCc4ccccc4)CC(=O)N3CCC2)=C1	-3.9
CCc1ccc(-c2nc3cc(NC(=O)/C=C\c4ccco4)ccc3o2)cc1	5.7
CCCCn1c(=O)nc2n(-c3ccc(C)cc3C)c3ccccc3cc-2c1=O	4.8
CCCCC(=O)NCc1ccccn1	0.7
COc1ccc(C2c3c(oc4ccccc4c3=O)C(=O)N2Cc2ccc3c(c2)OCO3)cc1 (configuration not stated)	-2.6
COC(=O)NCC(c1cccnc1)N1CCN(c2ccc(F)cc2)CC1 (configuration not stated)	5.8
COC(=O)c1[nH]c2c(c1C)C(=O)CC(c1ccc(OC)c(OC)c1)C2 (configuration not stated)	9.1

An excerpt of these results, with each value named.
> CCCCN(C)C(=O)c1cc2c(=O)n3cc(C)ccc3nc2n1C
  RBX1-CUL1 inh: 3.9
> COc1cccc(CNC(=O)CSc2ncc3c(n2)-c2cc(Cl)ccc2N(C)S3(=O)=O)c1
  RBX1-CUL1 inh: -2.5

Sorted by value in RBX1-CUL1 inh (smallest number first): some entries from above
SMILES	RBX1-CUL1 inh
COc1ccc(/C=N/NC(=O)COc2c(Br)cc(C)cc2Br)c(O)c1	-7.4
COc1cccc(CNC(=O)C2CCN(S(=O)(=O)c3cn(C)cn3)CC2)c1	-6.6
CCNC(=O)C(C)Oc1cc(C)c(Cl)c(C)c1 (configuration not stated)	-2.8
O=C(/C=C/c1ccccc1)Nc1nc(-c2cccs2)ns1	2.2
Cc1ccccc1Cn1c(CN2CCCC(C)C2)nc2c1c(=O)n(C)c(=O)n2C (configuration not stated)	2.5
CC(C)=Cc1coc2ccccc2c1=O	5.3
COC(=O)NCC(c1cccnc1)N1CCN(c2ccc(F)cc2)CC1 (configuration not stated)	5.8

Compound activity as filed in PubChem.
